# Compound activity from PubChem.
# FN deposition inh: inhibitors of fibronectin matrix deposition, primary screen, AH1F cells, Alexa488-fibronectin fluorescence, plate reader; AH1F fibroblasts, overnight; inhibition, % at 12.6 µM; actives 0.086% (n = 350,000);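 active = mean inhibition across replicates of 30% or more, regardless of how many single replicates reach that level; inconclusive = mean under 30% yet at least half of replicates reach 30%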;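 note: positive control wells lacked labelled fibronectin entirely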
#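 Material: AH1F fibroblasts assembling fluorescent fibronectin matrix; amount: 10000 AH1F cells/well; medium: DMEM, 2% serum; reagent: Alexa488-fibronectin, 24 nM final in well; dosing: single compound dose, delivered by pin transfer; incubation: 1 h adhesion, overnight exposure; detection: fluorescence after three HBSS washes, excitation 485 nm, emission 525 nm; measure: fibronectin deposition inhibition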
# CASP6 VEID inh: human caspase-6 inhibitors, primary screen, biochemical, VEID-R110 fluorescence, single point, set 2; P55212; purified caspase-6, Z-VEID-R110 cleavage fluorescence; inhibition, % at 12.5 µM; actives 0.53% (n = 350,000); AID 686996, 2013;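 active = mean inhibition across replicates at least about 35%, with every replicate also reaching that limit, limit read from the data; inconclusive = only one of the two criteria met; inactive = neither criterion met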;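 note: 0% = median of neutral control wells and 100% = no fluorescence left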
# Target sequence (P55212 24-179 limits assumed): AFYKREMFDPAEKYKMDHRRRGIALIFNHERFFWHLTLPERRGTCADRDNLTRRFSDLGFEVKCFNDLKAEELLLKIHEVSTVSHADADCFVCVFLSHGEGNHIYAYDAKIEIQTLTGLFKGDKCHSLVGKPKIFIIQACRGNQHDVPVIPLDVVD
# Target sequence (P55212 194-293 limits assumed): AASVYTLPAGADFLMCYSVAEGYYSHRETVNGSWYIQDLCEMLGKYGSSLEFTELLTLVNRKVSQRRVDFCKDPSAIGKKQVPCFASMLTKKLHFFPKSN
# Cneo AK release: Cryptococcus neoformans cell lysis inducers, primary screen, AK release luminescence, single concentration; C. neoformans lysis, adenylate kinase release luminescence, 4 h; normalised: neutral wells 0, clomiphene wells 100; lysis activity, % at 15 µM; actives 0.2% (n = 360,000); AID 651654, 2012;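 active = mean lysis activity across replicates of at least 80%, whatever share of replicates individually reach that level; inactive = mean lysis activity below 80%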
#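 Assay system: log-phase C. neoformans yeast / Quantity: yeast cell density of 5 × 10^6 cells/mL / Medium: fresh YPD growth medium / Compound: single dose / Timing: static 4 h at 37 °C with compound, 1 h detection / Measured by: adenylate kinase release luminescence / Read-out: lysis from increased AK signal / Benchmarks: Clomiphene as positive lysis control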
# PGC1a acetyl inh: inhibitors of PGC1a acetylation signal, primary screen, cell-based, U2OS, AlphaScreen, inhibitor mode. AlphaScreen anti-acetyl-lysine; with virally co-expressed GCN5 acetyltransferase. inhibition, % at 15.6 µM. actives 0.17% (n = 350,000). AID 651687, 2012;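 active = every replicate shows inhibition of at least 40%; inconclusive = mean inhibition at least 40% but some replicate below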;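 note: 0% = neutral control wells and 100% = positive control wells; some results beyond the cut were filed as inactive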
# LGR2 inh: inhibitors of bursicon-induced LGR2 CRE-luciferase signal, primary screen, cell-based, HEK293, CRE-luciferase reporter, bursicon stimulation. bursicon-stimulated, 4 h. inhibition, % at 9.99 µM. actives 0.35% (n = 380,000);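 active = drop in luminescence signal, shown as inhibition above about 50% in the replicate tests, limit read from the data, passing the limit was not always enough; inconclusive = probably only some replicates passing the limit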;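 note: agonist challenge used bursicon conditioned medium at about half maximal strength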
# EWS-Fli block: EWS/Fli-driven NR0B1 reporter inhibitors, primary screen, A673 cells, NR0B1 luciferase, luminescence, MLPCN library | viability-normalised | inhibition, % at 12.6 µM | actives 0.67% (n = 350,000) | AID 651661, 2012;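 active = mean inhibition of at least 50% after viability correction, with every replicate also passing that limit; inconclusive = mean reaches 50% but only one of two replicates passes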;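 note: firefly luciferase signal divided by Alamar Blue viability fluorescence both relative to DMSO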
# PAX8 reporter: inhibitors of PAX8-driven TPO luciferase reporter, primary screen, RMG-I cells, single concentration. inhibition, % at 12.6 µM. AID 652154, 2013. SteadyGlo, 24 h. actives 1.2% (n = 360,000);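 active = mean replicate inhibition at least 60% with every replicate also reaching 60%; inconclusive = only one of the two criteria is met; inactive = mean below 60% and not all replicates reaching 60%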;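 note: luciferase light reporting Pax8 driven TPO promoter activity; plate controls were median of neutral control wells for no effect and mitoxantrone controls for full effect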
# miR122 inh: miR-122 Renilla sensor signal increase in Huh7, primary screen, miR-122 inhibitor project, cell-based, single point, plate reader; Huh7 miR-122 Renilla luciferase sensor, 48 h; neutral wells = 0, positive control = 100; AID 602342, 2012; actives 0.3% (n = 340,000); activation (reporter increase), % at 12.5 µM;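 active = mean replicate activation score at least 90 and every replicate individually at or above 90; inconclusive = only one of the two criteria met; inactive = neither criterion met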;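 note: higher luciferase means less miR-122 activity so hits act as miR-122 inhibitors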
# Numbers without * were called inactive; ? = inconclusive; . = no result given; & = joins results of further samples; [ ] = remark or other dose.
Structure	Cneo AK release	PGC1a acetyl inh	PAX8 reporter	CASP6 VEID inh	LGR2 inh	miR122 inh	EWS-Fli block	FN deposition inh
COc1ccc(/C(O)=C2/C(=O)C(=O)N(CC3CCCO3)C2c2cccc(OC)c2)cc1 (centres undefined)	0	-3	.	-2	8	1	2	.
COc1ccc(Br)cc1C(=O)NC(=S)Nc1ccc2[nH]c(=O)[nH]c2c1	-1	8	-8	0	-7	-3	-7	-6
CCOCC(=O)OCC(=O)NC12CC3CC(CC(C3)C1)C2	.	12	1	1	5	.	5	8
O=C(NNC(=O)C1CCCCC1)c1ccc(Br)cc1	.	.	-43	-3	-18	.	-15	-11
N/C(Cc1ccc([N+](=O)[O-])cc1)=N\OC(=O)Cc1ccc(Cl)cc1	0	0	26	2	-3	-2	-19	5
COc1ccc(S(=O)(=O)Nc2ccc3c(c2)CC(=O)N([C@H](C)CO)C[C@@H](C)[C@H](CN(C)C)O3)cc1	0	2	-9	2	-23	6[16.7 µM]	-2	.
Cc1cc(OC(=O)c2c(Cl)cccc2Cl)nc(C)n1	.	9	.	-1	.	0	.	4
C[C@H]1CN([C@@H](C)CO)C(=O)c2cc(NS(C)(=O)=O)ccc2O[C@H]1CN(C)Cc1ccc(C(=O)Nc2ccccc2N)cc1	5	-7	.	-4	-6	2[16.7 µM]	14	.
Cc1nnc(NC(=O)c2ccc(-c3ccc(Cl)cc3)o2)s1	-3	.	-13	-1	-8	-5	-7	-5
O=C(NC1Cc2ccccc2C1)[C@@H]1[C@@H](CO)[C@@H]2Cn3c(cccc3=O)[C@@H]2N1C(=O)C1CC1	4	.	.	-2	-8	-3[16.7 µM]	-3	.
C[C@H](CO)N1C[C@H](C)[C@@H](CN(C)Cc2cccc(C(=O)O)c2)OCc2cnnn2CCCC1=O	1&-1	2&6	-15&-4	-5&1	-13	-3	-5&-7	4&-4
C[C@H]1CN([C@@H](C)CO)C(=O)c2cccc(NC(=O)C3CCCCC3)c2O[C@H]1CN(C)Cc1ccc(C(F)(F)F)cc1	-3	0	.	2	6	7[16.7 µM]	12	.
CC(=O)N(C)C[C@H]1Oc2ncc(-c3cncnc3)cc2C(=O)N([C@H](C)CO)C[C@@H]1C	-3	-3	.	-2	1	1[16.7 µM]	-9	.
O=C(COC(=O)Cc1ccc(Br)cc1)NCc1ccccc1	-1	-10	6	-6	0	-5	1	4
Cc1ccc(-n2c(C)nn(Cc3ccc([N+](=O)[O-])cc3)c2=O)cc1	.	-4	9	-5	22	.	11	-11
CCOC(=O)C1=CC[C@@H](c2ccccc2)[C@@]12CC/C(=C\c1ccccc1)C2=O	-9	-29	-7	0	.	.	10	.
CCN(CC(=O)NCc1ccc(F)cc1)C(=O)C(C)Oc1cccc(Cl)c1 (centres undefined)	0	14	18	-1	8	-6	9	.
CC(OC(=O)c1ccc2c(c1)OCO2)C(=O)NC1CCCCC1 (centres undefined)	-1	-2	11	-1	.	-3	7	1
Cc1ncsc1CCOC(=O)c1ccccc1	.	.	-8	-3	-13	.	-9	-5
Cc1noc(C)c1S(=O)(=O)Nc1ccc(C(=O)NC2CCCCC2)cc1	-1	19	.	.	-15	10	.	.

# (listing goes on)
Structure	Cneo AK release	PGC1a acetyl inh	PAX8 reporter	CASP6 VEID inh	LGR2 inh	miR122 inh	EWS-Fli block	FN deposition inh
Cc1nn(CC(=O)NN)c(C)c1Br	1	-3	-33	-1	.	-1	0	4
ON1C(c2ccccc2)CC2(O)c3nonc3CCC12 (centres undefined)	0	-2	7	.	.	4	.	0
Cc1ccc(NC(=O)Nc2nnc(Cc3ccc([N+](=O)[O-])cc3)s2)cc1C	1	2	-16	.	-7	-9	.	1
O=C(O)CCNC(=O)c1cncc(Br)c1	2	4	.	-1	5	-6	9	.
CC1(C)Cc2nc3sc4c(N(CCO)CCO)ncnc4c3cc2CO1	-1	47	.	2	-5	-2	.	.
COc1ccc(Cl)cc1NC(=O)COC(=O)C1COc2ccccc2O1 (centres undefined)	.	-3	14	1	15	.	5	4
CCN1CCCC1CNC(=O)c1cc2cc(OC)c(OC)cc2[nH]1 (centres undefined)	-2	.	1	-30	-5	.	-5	2
CCN(CC)c1ccc(NC(=O)CN2CCN(S(=O)(=O)c3cc(Cl)ccc3OC)CC2)cc1	-2	14	.	.	11	-7	.	0
C=CCNC(=O)c1c(Cl)nc(C)c([N+](=O)[O-])c1C	-1	.	-3	.	?	-2	.	-1
COc1ccc(S(=O)(=O)Nc2ccc3c(c2)C(=O)N([C@H](C)CO)C[C@H](C)[C@H](CN(C)S(C)(=O)=O)OCCCC[C@@H](C)O3)cc1	0	9	8	1	-4	3[16.7 µM]	1	.
Cc1cccc(C)c1-n1nnnc1C(c1ccnc2ccccc12)N1CCN(CCN(C)C)CC1 (centres undefined)	.	.	6	-5	-20	.	9	1
N#C[C@H]1N[C@@H](CO)[C@@H]1c1ccccc1	-3	7	-14	0	6	.	-6	-1
COc1ccc(C(=O)N2N=C3CC(C)(C)OCC3C2c2ccccc2)cc1 (centres undefined)	3	-2	0	1	-1	-7	0	3
CC[C@H](C)[C@H](NC(=O)OCc1ccccc1)C(=O)OCC(=O)N1CCN(c2ccc(F)cc2)CC1	-1	1	8	1	20	-4	5	3
COc1ccccc1OCC(=O)Nc1cc(NC(=O)COc2ccccc2OC)cc(C(=O)O)c1	-1	-1	0	5	8	2	-2	2
COc1ccc(C(C(=O)NC2CCCC2)N(Cc2cccnc2)C(=O)Cc2cccs2)cc1OC (centres undefined)	-3	4	-6	-2	7	-2	3	-1
CCOc1ccccc1OCC(=O)OC(C)C(=O)Nc1ncc(Cl)cc1Cl (centres undefined)	-2	-5	3	1	6	.	-1	-8
COCc1cn(CC[C@H]2CC[C@@H](NC(=O)c3ccncc3)[C@H](CO)O2)nn1	-1	1	-10	6	-8	.	-7	13
Cc1ccccc1-c1nc(CS(=O)CC(=O)NCCc2ccc(Cl)cc2)c(C)o1 (centres undefined)	-1	3	-8	5	-2	-9	-6	4
CCCCc1nc2cc(C(=O)N3CCC(OC)CC3)ccc2o1	2	.	7	1	-13	.	-35	-1

# (listing goes on)
Structure	Cneo AK release	PGC1a acetyl inh	PAX8 reporter	CASP6 VEID inh	LGR2 inh	miR122 inh	EWS-Fli block	FN deposition inh
O=C(COc1ccc(Cl)cc1)NCC(=O)N1CCC2(CC1)NCCc1[nH]cnc12	0	-9	-17	-3	0	0	2	-6
CS(=O)(=O)n1nc(OC(=O)c2cc(Br)ccc2Cl)cc1N	0	-6	-5	1	-8	-17	-12	-5
Cc1oc(-c2ccc3c(c2)OCCO3)cc1C(=O)NCC(=O)O	0	-2	-18	6	-67	-4	-64	1
Cc1ccc2cc3c(NS(=O)(=O)c4cccc5nonc45)nn(CC(C)C)c3nc2c1	-12	-8	-2	-1	-6	-3	3	14
O=C(N/N=C/c1cccc([N+](=O)[O-])c1)C1CC1c1ccccc1 (centres undefined)	-1	0	-4	.	3	6	.	6
Cc1cccc(C(=O)Oc2ccc(/C=N/O)cc2)c1	0	3	.	2	-67	0	0	.
O=c1[nH]cc(C=NNc2ccccc2)c(=O)[nH]1	2	15	-25	0	-1	1	13	-2
O=C(C[C@H]1C[C@H]2c3cc(NC(=O)CC4CC4)ccc3O[C@H]2[C@@H](CO)O1)NCc1cc(F)ccc1F	-2	-6	20	-3	8	3[16.7 µM]	1	-30
CCCCN(C)C(=O)c1ccc2c(c1)N(CC)C(=O)c1ccccc1S2=O (centres undefined)	3	-3	-17	0	-12	.	11	-4
C[C@@H]1CN([C@@H](C)CO)C(=O)c2cccc(NS(=O)(=O)c3ccc(Cl)cc3)c2O[C@@H]1CN(C)Cc1ccc(C(F)(F)F)cc1	14	-3	.	2	2	3[16.7 µM]	22	3
CN1C(=O)C(O)(C2CCCCCC2=O)c2ccccc21 (centres undefined)	7	12	29	-4	8	-1	-2	-1
Cc1cc(-c2ccccc2)nc(N/N=C/c2cccnc2)n1	-1	-4	-35	-6	-36	.	-21	.
Cc1ccccc1OCCOC(=O)c1cc(S(=O)(=O)N2CCCCC2)ccc1N1CCOCC1	4	-9	31	-2	2	-5	23	-15
NC(=NCc1ccc2c(c1)OCO2)NC(=O)c1ccccc1	.	3	-15	7	9	.	3	10
O=C(C[C@@H]1CC[C@H]2[C@@H](COC[C@H](O)CN2S(=O)(=O)c2ccccc2)O1)N1CCOCC1	-2	-1	6	2	0	-4[16.7 µM]	2	2
COc1cc2ccccc2cc1C(=O)Nc1nccs1	-4	-26	-107	0	-51	4	-117	-5
COc1cccc(NC(=O)Cn2cnc3sc(C)c(S(=O)(=O)N4CCN(C)CC4)c3c2=O)c1	0	-9	-1	.	.	6	.	-6
COc1ccc(/C=C/c2nnc(NC(=O)CC(C)C)s2)cc1	-1	15	-47	0	17	1	15	-1

# 10 neighbouring entries from above:
Structure	Cneo AK release	PGC1a acetyl inh	PAX8 reporter	CASP6 VEID inh	LGR2 inh	miR122 inh	EWS-Fli block	FN deposition inh
O=C(COc1ccc(Cl)cc1)NCC(=O)N1CCC2(CC1)NCCc1[nH]cnc12	0	-9	-17	-3	0	0	2	-6
CS(=O)(=O)n1nc(OC(=O)c2cc(Br)ccc2Cl)cc1N	0	-6	-5	1	-8	-17	-12	-5
Cc1oc(-c2ccc3c(c2)OCCO3)cc1C(=O)NCC(=O)O	0	-2	-18	6	-67	-4	-64	1
Cc1ccc2cc3c(NS(=O)(=O)c4cccc5nonc45)nn(CC(C)C)c3nc2c1	-12	-8	-2	-1	-6	-3	3	14
O=C(N/N=C/c1cccc([N+](=O)[O-])c1)C1CC1c1ccccc1 (centres undefined)	-1	0	-4	.	3	6	.	6
Cc1cccc(C(=O)Oc2ccc(/C=N/O)cc2)c1	0	3	.	2	-67	0	0	.
O=c1[nH]cc(C=NNc2ccccc2)c(=O)[nH]1	2	15	-25	0	-1	1	13	-2
O=C(C[C@H]1C[C@H]2c3cc(NC(=O)CC4CC4)ccc3O[C@H]2[C@@H](CO)O1)NCc1cc(F)ccc1F	-2	-6	20	-3	8	3[16.7 µM]	1	-30
CCCCN(C)C(=O)c1ccc2c(c1)N(CC)C(=O)c1ccccc1S2=O (centres undefined)	3	-3	-17	0	-12	.	11	-4
C[C@@H]1CN([C@@H](C)CO)C(=O)c2cccc(NS(=O)(=O)c3ccc(Cl)cc3)c2O[C@@H]1CN(C)Cc1ccc(C(F)(F)F)cc1	14	-3	.	2	2	3[16.7 µM]	22	3
